V1aR counter = agonists of human V1a receptor, primary screen, counter-screen for OXTR agonist project, fluorescence, CHO-V1R cells; Vasopressin V1a receptor (Homo sapiens), P37288; Fluo-8 calcium fluorescence, agonist mode; 0% DMSO, 100% 3 nM vasopressin; activation, % at 3 µM; 320,000 compounds, 0.25% hits;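 active = activation above the mean activation of all tested compounds plus 3 SD, per screening run, cut at about 20% in these data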;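 note: signal is peak over basal fluorescence ratio across a 100 second FLIPR read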
GalR3 antagonist = GalR3 antagonists in HEK293 cells, primary screen, cell-based, fluorescence readout; HEK293 GalR3-CNG cAMP membrane potential fluorescence; galR3 body fused to GalR1 C-terminus; inhibition, % at 3 µM; 360,000 compounds, 0.44% hits; AID 651719, 2012;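 active = inhibition above the screen-wide average plus 3 SD, cut at about 13% in these data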;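 note: forskolin and galanin both at EC90 stimulate the cells; cAMP rise reported by CNG channel membrane potential dye signal; 0% = forskolin plus galanin with DMSO and 100% = forskolin alone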
Target sequence (O60755 1-299 limits assumed): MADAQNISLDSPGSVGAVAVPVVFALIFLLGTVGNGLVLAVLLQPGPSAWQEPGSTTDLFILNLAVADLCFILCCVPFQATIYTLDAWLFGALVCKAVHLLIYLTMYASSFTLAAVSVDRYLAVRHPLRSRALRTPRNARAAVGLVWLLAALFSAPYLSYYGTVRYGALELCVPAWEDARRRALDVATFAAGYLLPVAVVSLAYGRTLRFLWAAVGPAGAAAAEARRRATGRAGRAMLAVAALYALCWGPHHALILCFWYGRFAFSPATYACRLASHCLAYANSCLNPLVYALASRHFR
PfM18AAP inh = PfM18AAP inhibitors, malaria aminopeptidase, primary screen, biochemical, QFRET, recombinant enzyme | 290,000 compounds, 1.2% hits | M18 aspartyl aminopeptidase (Plasmodium falciparum 3D7) | inhibition, % at 7.35 µM | H-Glu-NHMec fluorogenic cleavage;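 active = inhibition above the campaign mean inhibition over all tested compounds plus 3 SD, cut at about 28% in these data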;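 note: 0% = plate median of test compound wells and 100% = 2 mM ZnCl2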
NALP1 yeast inh = NALP1 inflammasome inhibitors in reconstituted yeast, colorimetric, S. cerevisiae, triplicate retest; 280,000 compounds, 0.61% hits; inhibition, % at 10 µM; S. cerevisiae NALP1/ASC/caspase-1 growth, X-gal OD620, 72 h; in the data active = inhibition mostly above about 24%, no sharp cut-off; inactive = mostly below about 32%; note: some compounds called inactive have numbers as strong as hits
MEKK2wt PB1 HTS = modulators of MEK5 binding to wildtype MEKK2, primary screen, biochemical, multiplex bead flow cytometry, Alexa488-MEK5; Mitogen-activated protein kinase kinase kinase 2 (Homo sapiens), Q9Y2U5; Alexa488-MEK5 binding to MEKK2 WT; actives lie on both sides; binding response (% of control), % at 10 µM; 290,000 compounds, 1.1% hits; in the data active = binding response below about 67% or above about 130%
MEKK2mut PB1 HTS = MEK5 binding signal on mutant MEKK2 PB1, primary screen, biochemical, multiplex bead flow cytometry, Alexa488-MEK5; 290,000 compounds, 0.35% hits; Alexa488-MEK5 binding to MEKK2 mutant; percent response, % at 10 µM; AID 1530, 2009; in the data active = percent response above about 24%, passing the limit was not always enough; note: inactives centre near 1; some results filed as inactive read as strong as hits
OXTR ag = human OXTR agonists, primary screen, fluorescence, CHO-OTR cells, Fluo-8 calcium. Oxytocin receptor (Homo sapiens), P30559. Fluo-8 calcium fluorescence; normalized: DMSO 0%, oxytocin 100%. activation, % at 3 µM. 320,000 compounds, 0.32% hits;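 active = activation above the mean of all tested compounds plus 3 SD, cutoff set per screening run, cut at about 20% in these data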;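 note: peak over basal fluorescence ratio from a 100 s FLIPR kinetic read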
Target sequence (P30559 whole entry, looked up): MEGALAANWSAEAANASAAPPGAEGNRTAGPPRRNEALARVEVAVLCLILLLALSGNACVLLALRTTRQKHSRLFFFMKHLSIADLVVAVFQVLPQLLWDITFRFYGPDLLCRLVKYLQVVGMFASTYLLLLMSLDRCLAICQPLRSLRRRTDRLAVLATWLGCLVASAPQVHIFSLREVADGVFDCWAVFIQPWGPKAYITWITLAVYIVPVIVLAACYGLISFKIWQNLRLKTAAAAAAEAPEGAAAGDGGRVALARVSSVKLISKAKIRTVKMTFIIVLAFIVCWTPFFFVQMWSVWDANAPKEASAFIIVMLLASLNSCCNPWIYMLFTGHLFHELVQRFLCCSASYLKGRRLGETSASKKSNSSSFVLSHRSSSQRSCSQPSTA
OXTR potentiator = human OXTR potentiators, primary screen, fluorescence, CHO-OTR cells, Fluo-8 calcium; Oxytocin receptor (Homo sapiens), P30559; Fluo-8 calcium fluorescence, potentiator mode; 0% = oxytocin EC15, 100% = EC100; activation, % at 3 µM; 320,000 compounds, 0.061% hits; AID 2445, 2010;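 active = activation above that plate's cutoff, the mean activation of tested compounds plus 3 SD, cut at about 6.6% in these data, passing the limit was not always enough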;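 note: 100% uses oxytocin at 75 nM as the full agonist control; some results filed as inactive read as strong as hits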
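Assay system: CHO cell line stably expressing human OTR. Reagent: EC15 oxytocin agonist. Dosing: single dose, 3.0 µM nominal final compound concentration. Timing: compound 6 min at room temperature before oxytocin, 100 s read. Signal: kinetic Fluo-8 calcium fluorescence. Controls: oxytocin EC15 low and EC100 high.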
GPR7 antagonist = GPR7 receptor antagonists, primary screen, cell-based, fluorescence, single concentration; Neuropeptides B/W receptor type 1 (Homo sapiens), P48145; GPR7-expressing cells, fluorescence antagonist assay; inhibition, % at 4.4 µM; 290,000 compounds, 1.1% hits; AID 1861, 2009; in the data active = inhibition above about 16%, passing the limit was not always enough;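 note: cells stimulated with the agonist NPW; 0% = agonist with vehicle and 100% = vehicle without agonist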
Target sequence (P48145 whole entry, looked up): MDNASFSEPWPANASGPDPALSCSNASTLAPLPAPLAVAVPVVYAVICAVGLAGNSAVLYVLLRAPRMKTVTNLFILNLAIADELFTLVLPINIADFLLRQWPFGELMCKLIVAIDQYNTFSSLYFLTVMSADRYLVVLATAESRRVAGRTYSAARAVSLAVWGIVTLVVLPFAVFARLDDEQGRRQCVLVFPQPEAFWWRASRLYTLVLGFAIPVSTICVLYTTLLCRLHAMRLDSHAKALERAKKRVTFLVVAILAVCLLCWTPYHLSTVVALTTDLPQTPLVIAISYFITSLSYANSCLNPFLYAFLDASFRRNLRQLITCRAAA
* = called active by the depositor; / = no result given.

# | mol | V1aR counter | GalR3 antagonist | PfM18AAP inh | NALP1 yeast inh | MEKK2wt PB1 HTS | MEKK2mut PB1 HTS | OXTR ag | OXTR potentiator | GPR7 antagonist
1 | Fc1ccc(-c2cnc[nH]2)cc1 | 0.4 | 0 | 0 | 9 | 107 | 7 | -1.0 | -15 | -8
2 | O=[N+]([O-])c1ccc(Sc2n[nH]c(-c3ccccc3)n2)nc1 | 5.3 | 3 | -6 | 20 | 111 | 4 | 0.2 | 4 | 9
3 | CCN(CC)c1ccc(/C=N/N2CC(=O)NC2=S)cc1 | -0.2 | -2 | / | / | / | / | -1.1 | -2 | /
4 | O=C(COC(=O)c1n[nH]c2ccccc12)NCc1ccccc1 | 1.6 | -3 | -4 | 6 | 92 | -7 | 2.1 | 1 | 9
5 | c1ccc(CSCc2nc3ccccc3[nH]2)cc1 | 1.8 | -5 | -6 | 33 | 99 | -1 | -0.5 | -3 | -2
6 | Nc1nnc(SCc2ccccc2)n1-c1ccccc1 | 0.7 | -4 | 11 | -8 | 104 | 3 | 1.5 | -4 | -16
7 | CCS(=O)(=O)c1ccc2oc(Nc3ccccc3C)nc2c1 | 0.8 | -6 | 5 | 0 | 99 | 1 | 0.8 | 2 | -5
8 | Cc1cccc(-n2c(-c3ccco3)n[nH]c2=S)c1 | -0.9 | -5 | 12 | 6 | 100 | -2 | -1.1 | -4 | -4
9 | Cc1cc(F)ccc1S(=O)(=O)Nc1ccc(C(=O)N(C)Cc2ccco2)cc1 | 3.0 | -3 | / | / | / | / | 0.9 | -4 | /
10 | COCC(=O)N1CCCC(CNS(=O)(=O)c2ccc(OC)cc2)C1 (stereo not drawn) | -0.5 | -6 | -2 | -11 | 97 | -2 | -0.3 | -11 | -8
11 | CC(C)(O)CCc1c(-c2ccc(O)cc2O)oc2c3c(cc(O)c2c1=O)OC(C)(C)C=C3 | 0.7 | 1 | / | / | 96 | -1 | 0.5 | -8 | /
12 | CC1CCC(C(C)C)C(OC(=O)C[n+]2cc(-c3ccc(Cl)cc3)n3c2CCCCC3)C1 (stereo not drawn) | 1.2 | -9 | -11 | 12 | 128 | 3 | -0.2 | 0 | 59*
13 | CCOC(=O)c1nnn(-c2nonc2N)c1CN(C)Cc1ccccc1 | -0.4 | 3 | 6 | 10 | 106 | 9 | -2.0 | -11 | -4
14 | CCCNC(=O)CCc1c(C)nc2nc(C)nn2c1C | 1.7 | -4 | 3 | 2 | 85 | -11 | 0.3 | -4 | 3
15 | CCOC(=O)c1c(C)[nH]c(C)c1C(=O)COC(=O)c1ccc(OC)cc1 | 0.3 | -4 | 0 | 12 | 95 | -3 | -0.1 | -14 | -1
16 | CC[C@@H](C)[C@H](NC(=O)C1CCN(C(=O)[C@@H](NS(=O)(=O)c2ccc(C)cc2)C(C)C)CC1)C(=O)O | 0.1 | 2 | -16 | 18 | 104 | 5 | -0.7 | -9 | -9
17 | COCCNC(=O)c1cnn2c(C(F)F)cc(-c3ccc(C)cc3)nc12 | -1.0 | -2 | -8 | -3 | 113 | 11 | -1.8 | -2 | -10
18 | COc1ccc(COCC(O)CN2CCc3ccccc3C2)cc1OC (stereo not drawn) | 1.2 | 0 | -4 | -5 | 102 | -2 | 1.1 | -3 | 5
19 | CSc1ccccc1OCc1cc(C(=O)N[C@H]2CCCCNC2=O)no1 | -0.1 | -6 | 6 | 9 | 100 | 3 | 0.6 | -8 | -6
20 | COC(=O)C1=COC(C)C2CN3CCc4c([nH]c5cc(OC)c(OC)cc45)C3CC12 (stereo not drawn) | 0.7 | -7 | 21 | / | 110 | 5 | -0.6 | -1 | -10
21 | CC(/C=C/c1ccc2c(c1)OCO2)=N\NC(=O)c1cccc([N+](=O)[O-])c1 | -1.1 | -9 | 10 | 40 | 104 | 6 | -0.8 | 1 | 2
22 | COc1ccc(NC(=O)CCC(=O)OCc2ccc(C(=O)Oc3ccc(Cl)cc3)cc2)cc1 | 1.9 | -5 | 0 | 10 | 100 | 0 | 2.7 | -1 | 6
23 | O=C(NC1CCCCC1)NC1CC2CCC(C1)N2C(=S)NCc1ccco1 (stereo not drawn) | 0.3 | -7 | 2 | -1 | 103 | 4 | 0.5 | 2 | -6
24 | COc1cc(OC)cc(-n2nnnc2SCC(=O)N2CCCC2)c1 | 0.2 | -2 | 2 | / | 95 | -1 | -0.5 | 3 | -8
25 | CCC(C)NC(=O)c1ccc(CSCc2ccc(Cl)cc2)o1 (stereo not drawn) | 0.7 | -10 | 9 | 10 | 110 | 13 | -0.8 | -14 | -1
26 | CCOc1ccc(CNS(=O)(=O)c2cccs2)cc1OCC | 2.5 | -5 | -6 | 16 | 105 | 2 | 0.5 | 0 | -7
27 | CCOC(=O)C1CCCN(C(=O)/C=C/c2ccccc2[N+](=O)[O-])C1 (stereo not drawn) | 1.1 | -1 | -2 | 0 | 94 | -2 | -0.1 | -14 | 1
28 | CN(C)CCCN1C(=O)c2cc3ccccc3cc2C1=O | 1.2 | -6 | -2 | 9 | 115 | 14 | 1.8 | 4 | -21
29 | CCCCC(=O)Nc1ccc(C(=O)NCCN2CCOCC2)cc1 | 0.5 | -5 | -2 | 13 | 102 | 6 | 0.3 | -2 | -13
30 | O=C(Nc1nc(-c2cccs2)c(-c2cccs2)s1)C1CCCC1 | / | -4 | 2 | 42 | 99 | 0 | / | / | -11
31 | Cc1ccc(C(=O)N2CCN(c3ncccn3)CC2)cc1 | / | -11 | 7 | 19 | 98 | -5 | / | / | 25
32 | COc1ccc(NC(C)C(=O)N/N=C/c2ccc([N+](=O)[O-])s2)cc1 (stereo not drawn) | 1.2 | -4 | 3 | -11 | 94 | -6 | 1.2 | -9 | 15
33 | C/C(=N\Nc1cccc2cccnc12)c1ccccn1 | -1.3 | -2 | 5 | -2 | 103 | -3 | -1.7 | 0 | -2
34 | CCCCn1c2ccc(C)cc2c2nnc(SCCN3CCCCC3)nc21 | / | -15 | 4 | 19 | 127 | 17 | / | / | -16
35 | CS(=O)(=O)NCc1csc(-c2ccccc2)n1 | 1.0 | 1 | 3 | 14 | 101 | 5 | -0.4 | -4 | -4
36 | CCOC(=O)c1c(C)nn(Cc2ccccc2)c1N | 2.5 | 3 | 7 | 25 | 106 | 0 | 1.7 | -18 | -13

Full records as entered above. Values in the order: V1aR counter	GalR3 antagonist	PfM18AAP inh	NALP1 yeast inh	MEKK2wt PB1 HTS	MEKK2mut PB1 HTS	OXTR ag	OXTR potentiator	GPR7 antagonist
`C/C(=N\Nc1cccc2cccnc12)c1ccccn1` as listed: -1.3	-2	5	-2	103	-3	-1.7	0	-2
`CCOC(=O)C1CCCN(C(=O)/C=C/c2ccccc2[N+](=O)[O-])C1` (stereo not drawn) as listed: 1.1	-1	-2	0	94	-2	-0.1	-14	1

Continuation.
# | mol | V1aR counter | GalR3 antagonist | PfM18AAP inh | NALP1 yeast inh | MEKK2wt PB1 HTS | MEKK2mut PB1 HTS | OXTR ag | OXTR potentiator | GPR7 antagonist
37 | CC(C)(C)C(=O)Nc1ccc(Sc2ccc([N+](=O)[O-])cc2)cc1 | 5.5 | -6 | -7 | 35 | 97 | 0 | 3.5 | -14 | 25*
38 | CCCCn1c(Cc2ccccc2)n[nH]c1=S | -0.7 | -3 | 8 | 14 | 93 | -4 | -0.5 | -3 | -5
39 | COCCn1cnc2cc(C)c(C)cc21 | 1.4 | 2 | 0 | 6 | / | / | 0.1 | -8 | -10
40 | CC(=O)c1cccc(NC(=O)c2ccc(NC(=O)CC3SC(N4CCCCC4)=NC3=O)cc2)c1 (stereo not drawn) | 0.4 | -4 | 6 | 15 | 109 | 8 | 1.1 | 2 | -3
41 | Cc1cnc(C(=O)OC(C)C(=O)Nc2ccc(Oc3ccccc3)cc2)cn1 (stereo not drawn) | 5.3 | -5 | / | / | / | / | 8.6 | -11 | /
42 | O=C(NNC(=O)C1C2CCC(C2)C1C(=O)O)c1ccc(Br)o1 (stereo not drawn) | 0.5 | / | 1 | 18 | 96 | -1 | 0.8 | -3 | -6
43 | COc1ccccc1Cn1c(/C=C/c2ccccc2)nc2ccccc21 | -0.7 | -1 | -5 | 16 | 89 | -2 | -1.7 | -13 | 7
44 | Cc1ccc(C(=O)C[n+]2cccc(C(N)=O)c2)cc1 | 0.6 | -2 | -2 | 15 | 100 | 2 | -1.3 | -1 | -20
45 | O=C(NCCC1=CCCCC1)C1CC(=O)N(C2CCCCCC2)C1 (stereo not drawn) | -0.6 | 0 | -4 | 10 | 97 | 1 | 0.4 | 2 | -2
46 | O=C(CN1C(=O)NC2(CCCCCC2)C1=O)N1CCN(c2ccc(F)cc2)CC1 | 2.0 | -2 | / | / | / | / | 2.9 | -9 | /
47 | CC(C)(C)NC(=O)CN(CCN1CCOCC1)C(=O)CNS(=O)(=O)c1ccccc1 | 2.0 | -1 | 0 | 17 | 95 | 2 | 1.0 | -2 | 0
48 | COC(=O)[C@H](Cc1ccccc1)NC(=O)N1CCN(Cc2ccccc2)CC1 | 2.4 | -6 | 3 | 6 | 117 | 8 | 1.1 | -9 | 13
49 | Cc1ccccc1NC(=O)c1cc2ccccn2n1 | 0.3 | -2 | 1 | / | 86 | -5 | -0.2 | 0 | -6
50 | Cc1cc(NC(=O)Cn2nc(C)c([N+](=O)[O-])c2C)no1 | 0.7 | -5 | 3 | -2 | 111 | 3 | 2.8 | 2 | -12
51 | CCc1c(O)nc(SC2CC(=O)N(c3ccccc3)C2=O)[nH]c1=O (stereo not drawn) | 0.1 | -4 | -9 | -7 | 96 | 1 | 1.0 | 1 | 2
52 | Cc1ccc(CC(=O)NCC(c2ccco2)N(C)C)cc1C (stereo not drawn) | 0.0 | -1 | 7 | -16 | / | / | -0.1 | -15 | 6
53 | CCC1CCCCN1Cc1nc2c(c(=O)n(C)c(=O)n2C)n1CC(C)C (stereo not drawn) | -0.6 | / | / | / | 116 | 9 | -1.5 | -3 | /
54 | O=C(Nc1cccc2ccccc12)N1CCOCC1 | 0.0 | 5 | -26 | -23 | 103 | 1 | 0.2 | -4 | -7
55 | CCCCOC(=O)Nc1ccc(C(=O)OCCC)cc1 | -1.3 | -5 | -4 | -8 | 106 | 1 | -1.7 | -8 | -2
56 | COc1ccc(C(=O)NNC(=O)c2ccc(S(=O)(=O)N3CC(C)OC(C)C3)cc2)cc1 (stereo not drawn) | 1.2 | -6 | -6 | 4 | 102 | 2 | 0.5 | -7 | 2
57 | O=C(CCCn1c(=S)[nH]c2ccccc2c1=O)NCCSCc1ccccc1 | 2.6 | -6 | -2 | -12 | 97 | -8 | 0.7 | -5 | -18
58 | O=C(CCc1nc(-c2ccc(F)cc2)no1)Nc1cccc(C(=O)NC2CC2)c1 | 9.1 | -4 | / | / | / | / | 12 | -13 | /

Assay outcomes (PubChem BioAssay)
